T cell HTS: T cell immune modulators affecting CD8 T cell-vesicle binding; 2C CD8+ T cell-vesicle binding, flow cytometry; stronger effect = lower value; calls only at 7 µM; 330,000 compounds, 0.068% hits;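 active means response, share of CD8 T cells binding vesicles, and their 90th percentile fluorescence all below set limits, cut at about 80% in these data, passing the limit was not always enough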
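Benchmarks: naked versus QL9-loaded vesicles / Assay system: purified 2C TCR transgenic mouse naive CD8+ T cells / Technique: high-throughput flow cytometry with anti-B7-1 and anti-CD8 staining / Timing: Cell–vesicle co-incubation 1.5 h at 37 °C, staining 20 min on ice / Read-out: percent CD8+ FL2 mean versus row control / Probe or stimulus: QL9-loaded Drosophila micro-vesicles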
LYP phosphatase: PTPN22 lymphoid phosphatase activity blockers – biochemical, fluorescence intensity, uHTS (AID 1779); 290,000 compounds, 0.054% hits; one-dose inhibition, % at 11.5 µM; IC50 in µM for titrated hits; recombinant LYP phosphatase, fluorescence intensity; higher % means a stronger effect; in the data active means inhibition above about 50%;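 further: plate controls were vehicle with enzyme for no effect and no enzyme for full effect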
NTR1 agonist: NTR1-driven beta-arrestin-GFP spot formation – imaging, U2OS cells, high content, primary screen (AID 493036) | activation, % at 20 µM | agonist mode | P30989 | 330,000 compounds, 0.17% hits;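 active means activation at or above 40% of the spot to cytoplasm intensity ratio, with at least 20 cells analyzed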;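 further: 0% = DMSO without peptide and 100% = 100 nM NTR1 peptide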
Target sequence (P30989 whole entry, looked up): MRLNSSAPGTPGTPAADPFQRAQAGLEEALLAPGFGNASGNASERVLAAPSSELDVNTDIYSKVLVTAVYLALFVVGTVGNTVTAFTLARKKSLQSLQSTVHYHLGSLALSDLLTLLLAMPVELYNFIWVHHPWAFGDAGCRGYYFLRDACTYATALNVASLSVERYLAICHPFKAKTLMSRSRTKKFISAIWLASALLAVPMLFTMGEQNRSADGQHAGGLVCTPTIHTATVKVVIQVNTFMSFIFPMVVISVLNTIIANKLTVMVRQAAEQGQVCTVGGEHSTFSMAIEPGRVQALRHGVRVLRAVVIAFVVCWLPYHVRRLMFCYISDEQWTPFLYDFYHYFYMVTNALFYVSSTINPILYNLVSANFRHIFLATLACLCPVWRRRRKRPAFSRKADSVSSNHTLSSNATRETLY
GPR55 LPI antagonism: inhibition of LPI-stimulated GPR55 beta-arrestin translocation – imaging, U2OS, beta-arrestin-GFP, LPI agonist, primary screen (AID 2013); 290,000 compounds, 0.13% hits; inhibition, % at 10 µM, or IC50 in µM where a hit was titrated; U2OS GPR55 beta-arrestin-GFP translocation imaging, LPI antagonism; higher % means a stronger effect;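 active means spots per cell inhibited over 60%, with over 100 cells counted and total cytoplasm intensity under 500,000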;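 further: U2OS cells stably carrying GPR55 and arrestin-GFP stimulated by 5 µM LPI near EC80; imaged beta-arrestin-GFP aggregate spots per cell after agonist stimulation; plate controls were LPI-stimulated DMSO wells for no effect and DMSO wells without LPI for full effect; some results filed as inactive read as strong as hits; confirmed hits need IC50 under 10 µM and bright autofluorescent wells are also inconclusive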
SV40 large T antigen: SV40 large T antigen inhibitors, biochemical (AID 1903) | SV40 large T antigen ATPase/helicase inhibition assay; higher % means a stronger effect | one-dose inhibition, % at 20 µM; IC50 in µM for titrated hits | 310,000 compounds, 0.39% hits; in the data active means a potency from the dose series; further: strong numbers were not always called active
GPR55 beta-arrestin: GPR55 agonists via beta-arrestin recruitment, primary screen, imaging, U2OS cells, beta-arrestin-GFP redistribution (AID 1961) | 290,000 compounds, 0.048% hits | U2OS GPR55 beta-arrestin-GFP redistribution imaging; higher % means a stronger effect | one-dose activation, % at 10 µM; EC50 in µM for titrated hits;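 active means activation above 40% with more than 50 cells counted in the well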;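 further: U2OS osteosarcoma cells stably expressing GPR55 and beta-arrestin-GFP; plate controls were DMSO negative control for no effect and LPI positive control for full effect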
Hep lipid drop: hepatic lipid droplet formation modulation. AML12 mouse hepatocytes, oleate lipid droplets, BODIPY imaging. inhibition, % at 6.5 µM. 240,000 compounds, 0.4% hits;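 active means lipid droplet intensity inhibited by at least 50%, with more than 500 cells counted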
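Material – AML12 mouse liver cells · Also added – oleate loading, 100 µM · Compound dosing – 6.5 µM single-point dosing · Times – overnight treatment with compound plus oleate · Measured by – fluorescence imaging, 20x objective, two fields per well · Read-out – percent inhibition of filter-corrected integrated lipid droplet intensity per well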
MgcRacGAP inhibition: MgcRacGAP GTPase-activating activity inhibitors, confirmation, biochemical, ADP Hunter fluorescence | MgcRacGAP-stimulated Rac1 GTP hydrolysis, ADP Hunter fluorescence; higher % means a stronger effect; GST-tagged Rac1 F28L mutant substrate | one-dose inhibition, % at 30 µM; IC50 in µM for titrated hits | 340,000 compounds, 0.6% hits;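 active means first-screen hits whose inhibition reached a set limit at any dose in the follow-up dose series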;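 further: fluorescence reports GDP produced by GAP-driven GTP hydrolysis; strong numbers were not always called active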
GPR35 antagonists: inhibition of zaprinast-stimulated GPR35 beta-arrestin translocation – imaging, U2OS, beta-arrestin-GFP, zaprinast agonist, primary screen (AID 2058). U2OS GPR35 beta-arrestin-GFP translocation imaging, zaprinast antagonism; higher % means a stronger effect. inhibition, % at 10 µM; hits with a dose series show IC50 in µM. 290,000 compounds, 0.052% hits;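 active means inhibition of at least 50% with at least 30 cells and total cytoplasm GFP at most 10,000,000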
Hep lipid drop cells 6.5 µM: recorded beside Hep lipid drop, whose call it bears; cell count; measured here: cell count, cytotoxicity flag;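 cells counted across two imaged fields per well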
T cell HTS vesicle-bound %: second read-out of T cell HTS, no call of its own (marks repeat the call); double positive events, %; measured here: CD8+ vesicle-bound cell fraction;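 binding gate set so that unloaded-vesicle control wells show 10% double positive cells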
NTR1 agonist cell count 20 µM: recorded beside NTR1 agonist, whose call it bears; cell count; measured here: cell count, cytotoxicity flag
Active calls of the source: *; i = inactive; x = not tested or not shown.

Values run as follows: T cell HTS	T cell HTS vesicle-bound %	LYP phosphatase	NTR1 agonist	NTR1 agonist cell count 20 µM	GPR55 LPI antagonism	SV40 large T antigen	GPR55 beta-arrestin	Hep lipid drop	Hep lipid drop cells 6.5 µM	MgcRacGAP inhibition	GPR35 antagonists
COc1ccc(CNS(=O)(=O)c2cc(-c3cc(C)no3)ccc2OC)cc1OC
 : i	54	-6%	-0.3	55	2%	12%	-0.2%	-1	745	11%	-9%
O=C(CN1N=C(c2ccccc2)CCC1=O)NCCCN1CCc2ccccc2C1
 : i	31	7%	0.8	49	10%	2%	0.1%	-2	539	3%	-2%
Cc1cccc(NS(=O)(=O)Cc2ccccc2)n1
 : i	31	-5%	0.0	41	3%	22%	-0.3%	3	717	-1%	8%
CCN1CCN(CCn2c(=S)[nH]c3ccccc3c2=O)CC1
 : i	43	-6%	-1.7	47	11%	-9%	-0.2%	22	792	9%	-5%
Cc1ccc(S(=O)(=O)Nc2nc3ccccc3nc2NCC2CCCO2)c(C)c1 (centres undefined)
 : i	24	-9%	0.5	76	-6%	11%	0.3%	1	754	9%	6%
CCCSc1nc2c(cnn2-c2ccc(C)cc2)c(=O)[nH]1
 : i	29	-4%	10	73	-1%	4%	-0.1%	4	689	6%	-14%
O=C(CC1SC2=NCCN2C1=O)Nc1ccc(Cl)cc1 (centres undefined)
 : i	26	-5%	-2.2	53	6%	-1%	-0.1%	0	746	4%	15%
CCN(C(=O)c1ccc2c(Cl)c3c(nc2c1)CCC3)c1ccc(C)c(C)c1
 : i	37	-3%	45*	56*	-7%	4%	0.3%	0	687	7%	16%
COc1cc2cc(C)c3nnc(SCC(N)=O)n3c2cc1OC
 : x	x	-2%	x	x	-6%	x	-0.2%	x	x	x	4%
CCOC(=O)c1[nH]c2cc3c(cc2c1CCCN1C(=O)c2ccccc2C1=O)OCCO3
 : i	55	-5%	2.1	79	-5%	-2%	-0.2%	x	x	7%	20%
CCc1ccccc1NC(=O)CN(C)C(=O)CSc1nnc(Nc2cccc(C)c2C)s1
 : i	11	1%	4.9	60	2%	7%	-0.1%	-11	640	8%	-3%
COc1cc(C(=O)OCC(=O)NC2CCCC2)cc(NC(=O)c2ccco2)c1OC
 : i	35	-2%	-4.7	75	-5%	1%	0.0%	x	x	11%	-14%
CCOC(=O)C1(C(F)(F)F)N=C(N(C)C)OC(N(C)C)=N1
 : i	46	2%	-0.7	57	-4%	0%	-0.1%	x	x	9%	0%
Cc1cnc(NC(=O)CSc2nnc(Cc3ccccc3)n2C)s1
 : i	30	-2%	-0.8	61	0%	12%	0.1%	-4	725	11%	4%
Cc1ccc(-c2noc(-c3cccs3)n2)cc1
 : i	21	-4%	3.8	64	4%	15%	-0.3%	x	x	2%	24%
CCOc1cc(NC(=S)NCC2CCCO2)c(OCC)cc1NC(=O)c1ccccc1F (centres undefined)
 : i	6	4%	6.1	39	12%	4%	0.8%	-23	721	6%	-12%
COc1ccc(Cc2nnc(CCc3ccccc3)s2)cc1
 : i	12	0%	0.6	67	2%	10%	1.6%	-4	840	-8%	-1%
O=C(Nc1ccc(N2CCOCC2)c(Cl)c1)c1cccc(F)c1
 : i	55	-12%	1.9	70	-1%	4%	-0.1%	9	765	6%	-12%
Cc1cc2ncn(C3CC(=O)N(Cc4ccccc4)C3=O)c2cc1C (centres undefined)
 : i	24	-1%	1.0	67	8%	5%	0.2%	-2	678	9%	-11%
O=c1ccnc(Nc2ccc3c(c2)OCCO3)[nH]1
 : i	40	-4%	-1.2	87	2%	11%	-1.2%	20	706	x	19%
CCCCCCSc1ccc([C@@H]2[C@H]3C(=O)N(C)C(=O)[C@H]3[C@]3(C(=O)OC)CCCCN23)cc1OC
 : i	38	x	2.3	94	x	8%	x	x	x	9%	x
CC(=O)Nc1cccc(NC(=O)Cc2nc(-c3ccccc3)sc2-c2ccc(C)cc2)c1
 : i	58	-4%	0.1	78	26%	0%	0.0%	-4	750	3%	5%
CC1=CC(C)(C)N2C(=O)C3(C(C#N)=C(N)OC4=C3C(=O)CC(C)(C)C4)c3c(C)c(C)cc1c32 (centres undefined)
 : i	23	-4%	2.3	87	10%	-6%	-0.1%	-10	819	-5%	0%
Cc1cc(C)c(NC(=O)CNC(=O)c2cc([N+](=O)[O-])ccc2N2CCOCC2)c(C)c1
 : i	38	x	0.4	55	x	14%	x	x	x	4%	x
O=C1N=C(N2CCc3ccccc3C2)S/C1=C\c1ccc(O)cc1
 : i	30	-5%	5.3	72	0%	10%	-0.1%	-10	769	29%	-5%
COc1ccc2c(ccn2S(=O)(=O)c2ccccc2)c1
 : i	17	-7%	-1.8	45	-35%	-8%	-0.1%	3	807	10%	-3%
CC(C)OC(=O)c1ccc(N2C(=O)C3CC=CCC3C2=O)cc1 (centres undefined)
 : i	64	-2%	-2.6	55	10%	0%	-0.2%	12	792	7%	8%
CCOc1ccc(NC(=O)CCNC(=O)Cn2cnc3ccccc3c2=O)cc1
 : i	28	0%	-0.2	56	1%	11%	0.2%	-29	755	6%	0%
CC(C)[C@@H](C(=O)NC1CCN(Cc2ccccc2)CC1)N1C(=O)N2CCc3c([nH]c4ccccc34)[C@@]2(C)C1=O
 : i	26	-6%	1.4	86	13%	x	0.4%	x	x	1%	6%
CCOC(=O)c1ccc(NC(=O)c2ccc(NC(=O)C3CCCO3)cc2)cc1 (centres undefined)
 : i	19	0%	2.0	54	3%	-5%	-0.1%	15	844	0%	-7%
O=C(N/N=C/c1cc(Br)c(O)c(Br)c1O)c1cccnc1
 : i	27	2%	-0.3	84	-2%	27%	-0.1%	-5	817	21%	10%
CCC(C)NS(=O)(=O)c1ccc(OCC(=O)NCc2ccc(OC)cc2)cc1 (centres undefined)
 : i	24	-7%	-1.1	32	-3%	9%	0.2%	14	687	3%	0%
CC1OC(OC2C(CO)OC(OC3C(CO)OC(O)C(O)C3O)C(O)C2O)C(O)C(O)C1N[C@@H]1C=C(CO)[C@@H](O)C(O)[C@H]1O (some centres undefined)
 : i	26	-8%	1.2	55	-16%	15%	0.3%	-2	762	4%	-6%
CSc1cccc(NC(=O)/C=C/c2ccc(Cl)cc2)c1
 : i	36	5%	9.9	85	12%	-6%	0.0%	x	x	4%	-2%
Cc1cc(C)cc(-n2cccc2/C=C2/C(=N)N3C(=NC2=O)SN=C3S(C)(=O)=O)c1
 : i	60	-3%	-0.9	94	-18%	19%	0.1%	-37	726	15%	2%
CCOC(=O)NC(C(Cl)(Cl)Cl)S(=O)(=O)c1ccccc1 (centres undefined)
 : i	2	-9%	1.2	36	-11%	8%	-0.3%	-8	659	10%	-9%
CNS(=O)(=O)c1cn(CC(=O)NCc2ccc(F)cc2)cc1S(=O)(=O)NC
 : i	38	-8%	-0.3	84	0%	7%	-0.3%	3	840	x	0%
N/C(Cc1ccc(Cl)cc1Cl)=N\OC(=O)c1ccccc1F
 : i	59	0%	0.5	77	11%	-2%	-0.3%	2	714	-19%	-5%
CC(=O)c1c(C)[nH]c(C(=O)OCC(=O)N2CC(=O)Nc3ccccc32)c1C
 : i	5	-4%	-0.8	66	6%	-9%	-0.2%	12	719	3%	-1%
O=C(NCC(c1ccco1)N1CCN(c2ccc(F)cc2)CC1)c1ccc2c(c1)OCO2 (centres undefined)
 : i	44	x	3.6	63	x	10%	x	x	x	13%	x
CCn1c(C)nc2cc(C(=O)NNC(=O)Nc3cccc(Cl)c3)ccc21
 : i	42	-6%	-0.5	32	4%	8%	0.3%	3	704	x	3%
Cc1ccccc1-c1nnc(NC(=O)c2cc3ccccc3oc2=O)s1
 : x	x	-6%	x	x	6%	-12%	-0.2%	13	752	x	-14%
CCOC(=O)c1cc(C)sc1NC(=O)c1ccc(Cl)s1
 : i	67	-8%	4.8	75	4%	-1%	-0.1%	-8	807	1%	-2%
CCCCc1nc2ccccc2c(=O)n1NC(=O)c1c(O)c2c(n(CC(C)C)c1=O)CCCC2
 : x	x	14%	x	x	-3%	0%	3.1%	x	x	7%	-6%
Cn1c(NCc2ccco2)nc2c1c(=O)n(Cc1ccc(Br)cc1)c(=O)n2C
 : i	26	1%	6.7	53	5%	-3%	0.9%	-34	658	-2%	1%

6 structures out of the list, ordered by molar mass, smallest number first.
Values run as follows: T cell HTS	T cell HTS vesicle-bound %	LYP phosphatase	NTR1 agonist	NTR1 agonist cell count 20 µM	GPR55 LPI antagonism	SV40 large T antigen	GPR55 beta-arrestin	Hep lipid drop	Hep lipid drop cells 6.5 µM	MgcRacGAP inhibition	GPR35 antagonists
Cc1cccc(NS(=O)(=O)Cc2ccccc2)n1
 : i	31	-5%	0.0	41	3%	22%	-0.3%	3	717	-1%	8%
COc1ccc2c(ccn2S(=O)(=O)c2ccccc2)c1
 : i	17	-7%	-1.8	45	-35%	-8%	-0.1%	3	807	10%	-3%
CCCSc1nc2c(cnn2-c2ccc(C)cc2)c(=O)[nH]1
 : i	29	-4%	10	73	-1%	4%	-0.1%	4	689	6%	-14%
CCn1c(C)nc2cc(C(=O)NNC(=O)Nc3cccc(Cl)c3)ccc21
 : i	42	-6%	-0.5	32	4%	8%	0.3%	3	704	x	3%
O=C(CN1N=C(c2ccccc2)CCC1=O)NCCCN1CCc2ccccc2C1
 : i	31	7%	0.8	49	10%	2%	0.1%	-2	539	3%	-2%
Cc1cc(C)cc(-n2cccc2/C=C2/C(=N)N3C(=NC2=O)SN=C3S(C)(=O)=O)c1
 : i	60	-3%	-0.9	94	-18%	19%	0.1%	-37	726	15%	2%
